# F508del corr – CFTR F508del correction in bronchial cells; CFBE cells, YFP halide quenching; stimulated with forskolin plus potentiator P3; % fluorescence drop versus neutral controls; activity (quench increase), % at 7.58 µM; 350,000 compounds, 0.36% hits;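 active means mean added fluorescence quench of at least 8% versus neutral control, with both replicates also reaching 8%; inconclusive means only one of the mean or replicate conditions met; inactive means mean below 8% and not both replicates reaching 8%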;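 further: cells transiently co-express mutant CFTR-F508del with the halide-sensitive YFP; corrector assay measuring rescue of mutant channel to the surface after 24 h compound exposure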
# FN deposit inh – fibronectin deposition inhibition; AH1F fibroblasts, Alexa488-fibronectin deposition fluorescence, overnight; inhibition, % at 12.6 µM; 350,000 compounds, 0.086% hits; AID 743247;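 active means mean inhibition across replicates of 30% or more, regardless of how many single replicates reach that level; inconclusive means mean under 30% yet at least half of replicates reach 30%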;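 further: positive control wells lacked labelled fibronectin entirely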
#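 Assay system: AH1F fibroblasts / Quantity: 10000 cells per well / Medium: DMEM plus 2% serum, read in PBS / Reagent: labelled fibronectin 24 nM / Dosing: single dose, pinned / Times: 1 h cell attachment, overnight exposure to compound and label / Signal: fluorescence, ex 485 nm, em 525 nm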
# C2C12 statin – suppressors of simvastatin-induced myotoxicity in C2C12 myotubes | rescue of ATP level, % at 7.49 µM | 330,000 compounds, 0.78% hits | ATP luminescence, 48 h; scaled: DMSO 0, geranylgeraniol control 100 | AID 602340;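 active means mean ATP rescue above about 67%, or every replicate alone reaching that limit, limit read from the data, passing the limit was not always enough; inconclusive means no clear call, values can overlap the other calls; inactive means mean under the limit and some replicate under it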;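 further: myotubes were challenged with 10 µM simvastatin during compound exposure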
# PglD inh – inhibitors of Campylobacter jejuni PglD acetyltransferase; 360,000 compounds, 0.098% hits; purified PglD enzyme, DTNB colorimetric CoA detection; inhibition, % at 12.5 µM; in the data active means inhibition above about 16%, passing the limit was not always enough; inconclusive means no clear call, values can overlap the other calls; further: strong numbers were not always called active
# miR122 inh – blocks miR-122 activity in Huh7 sensor cells; AID 602342; Huh7 miR-122 Renilla luciferase sensor, 48 h; neutral wells = 0, positive control = 100; 340,000 compounds, 0.3% hits; activation (reporter increase), % at 12.5 µM;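 active means mean replicate activation score at least 90 and every replicate individually at or above 90; inconclusive means only one of the two criteria met; inactive means neither criterion met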;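 further: higher luciferase means less miR-122 activity so hits act as miR-122 inhibitors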
# Cneo AK release – Cryptococcus neoformans lysis via adenylate kinase release; C. neoformans lysis, adenylate kinase release luminescence, 4 h; normalised: neutral wells 0, clomiphene wells 100; lysis activity, % at 15 µM; 360,000 compounds, 0.2% hits;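 active means mean lysis activity across replicates of at least 80%, whatever share of replicates individually reach that level; inactive means mean lysis activity below 80%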
#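 Material: C. neoformans cells; Schedule: 4 h static compound exposure, 37 °C, read 1 h post-reagent; Measured by: adenylate kinase release luminescence; Read-out: signal increase indicating cell lysis; Controls: Clomiphene as positive lysis control.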
# PGC1a acetyl inh – modulators of PGC1a acetylation. U2OS PGC1a acetylation, AlphaScreen anti-acetyl-lysine; with virally co-expressed GCN5 acetyltransferase. inhibition, % at 15.6 µM. 350,000 compounds, 0.17% hits;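 active means every replicate shows inhibition of at least 40%; inconclusive means mean inhibition at least 40% but some replicate below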;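 further: 0% = neutral control wells and 100% = positive control wells; some results beyond the cut were filed as inactive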
# GSIS activator – GLuc luminescence reporter in INS-1E cells, primary screen for activators of glucose-dependent secretion of insulin; 370,000 compounds, 0.61% hits; activation, % at 16.6 µM; INS-1E GLuc reporter insulin secretion, 2-3 h;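 active means lowest replicate activation of at least 40%, so every replicate reaches that level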;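 further: 0% = median of neutral control wells and 100% = median of IBMX positive control wells; some compounds called inactive have numbers as strong as hits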
# Numbers without * were called inactive; ? = inconclusive; · = not tested or not shown; & = joins results of further samples; [ ] = another dose, or the depositor's remark.
SMILES,F508del corr,FN deposit inh,C2C12 statin,PglD inh,miR122 inh,Cneo AK release,PGC1a acetyl inh,GSIS activator
Cc1nnc(NC(=O)CSc2ccc(-c3ccco3)nn2)s1,1.4,2,·,·,·,·,-3,-14
CCCC(=O)Nc1ccc2c(c1)OC[C@H](C)N(C(=O)c1cccnc1)C[C@H](C)[C@@H](OC)CN(C)C2=O,0.7,-4,-15,-3,·,2,7,1
CCOc1ccc2ccccc2c1/C=N/NC(=O)CNC(=O)c1ccccc1O,2.1,-5,-20,-1,·,-4,·,2
Cc1ccc(OCC(=O)N/N=C/c2ccco2)cc1,0.6,·,5,0,·,-1,-5,-5
Cc1ccc(C(=O)N/C(=C/c2ccc(-c3ccc(Br)cc3)o2)C(=O)NC2CCS(=O)(=O)C2)cc1 (stereo not drawn),-1.3,9,·,3,-7,7,13,0
COc1ccccc1N1CCN(C(=O)c2ccc3c(c2)CCN3S(C)(=O)=O)CC1,-2.0,10,-11,4,-3,3,2,31
C[C@H](CO)N1C[C@H](C)[C@@H](CN(C)Cc2ccc(-c3ccccc3)cc2)Oc2c(NS(=O)(=O)c3ccc(F)cc3)cccc2C1=O,2.3&-2.5,-4&8,1,5,-5,7,20&-9,3&-35
Cc1ccc(NC(=O)Cc2ccc(-n3cccc3)cc2)c(C)c1,·,7,·,0,0,1,-32,16
COc1ccc(C)cc1NC(=O)c1ccc2c(=O)n3c(nc2c1)CCCCC3,0.8,4,-3,3,·,0,·,-7
COc1cc(CN2CCCC(C(=O)c3ccc4c5c(cccc35)CC4)C2)cc(OC)c1O (stereo not drawn),-2.8,7,·,·,·,·,1,-17
O=C(NCc1nc2ccccc2[nH]1)c1ccccc1F,0.8,-2,-6,-4,1,0,-2,-2
CCCN1C[C@H](C)[C@@H](OC)CN(C)C(=O)c2cc(NS(=O)(=O)CC)ccc2OC[C@H]1C,-0.5,-3,-11,0,0[16.7 µM],-2,11,18
COC(=O)NCc1ccc(S(=O)(=O)N2CCOCC2)cc1,·,·,8,2,0,3,13,·
CCCNC(=O)[C@H]1[C@H](CO)[C@H]2Cn3c(ccc(-c4ccccc4OC)c3=O)[C@H]2N1C(=O)CC,-0.9,·,-13,-2,1[16.7 µM],-2,·,5
COc1ccc(C2C(C(=O)N3CCCCC3)CC(=O)N2c2ccc(OC)cc2)cc1 (stereo not drawn),·,-7,·,-3,28,0,12,·
CCCCCCC(=O)NNC(=O)CC(=O)Nc1ccccc1C(=O)O,·,·,·,8,-6,-4,-4,-2
COc1ccc(C(=NNc2ccccc2C(=O)O)c2ccc(OC)cc2)cc1,·,3,·,-9,-3,6,·,1
O=C(O)/C=C/c1ccc(S(=O)(=O)N2CCN(CCN3C(=O)C4C5C=CC(C5)C4C3=O)CC2)cc1 (stereo not drawn),-1.5,-2,·,-4,·,-1,-2,23
COc1cc(C(=O)NC(c2ccccc2)c2ccccc2)cc(OC)c1OC,-0.8,4,25,-9,-8,-1,-23,12
C[C@@H]1CN([C@@H](C)CO)S(=O)(=O)c2ccc(Br)cc2O[C@H]1CN(C)Cc1ccccc1F,-4.5&0.6,-4&5,-16&0,0&-2,-7,-1&38,-9&-5,-18&12
CSc1ccccc1NC(=O)CN(C)C(=O)Cn1c(=O)oc2ccccc21,4.5,0,-7,-1,3,2,·,5
Cc1cnc(CNC(=O)c2csc([C@@H]3O[C@H](CO)[C@H](O)[C@H](O)[C@H]3O)n2)cn1,2.6,-2,14,-3,0,2,-3,4
Cc1cc(F)ccc1-c1cc(C(=O)NC(C)C)[nH]n1,2.5,3,-5,1,-1,1,-5,-4
CCCCNC(=O)COC(=O)c1cc(C)nc2ccccc12,-3.6,·,3,2,25,0,4,9
COc1ccc(-c2nc(CSCC(=O)N3CCN(c4cccc(C)c4)C(C)C3)c(C)o2)cc1OC (stereo not drawn),0.1,-7,17,2,-3,-2,-8,3
# Following part
SMILES,F508del corr,FN deposit inh,C2C12 statin,PglD inh,miR122 inh,Cneo AK release,PGC1a acetyl inh,GSIS activator
COc1ccccc1-c1cn(CC[C@@H]2CC[C@H](NC(=O)Cc3ccccn3)[C@H](CO)O2)nn1,0.3,-1,-4,-5,·,5,0,3
CN1c2ccc(Br)cc2[C@@H]2[C@@H](CCN2C(=O)Nc2cccc(F)c2)[C@@H]1CO,-1.8,2,36,3,-3[16.7 µM],31,15,-29
CCCC(=O)Nc1ccc2c(c1)C(=O)N(C)C[C@@H](OC)[C@@H](C)CN(C(C)=O)[C@@H](C)CO2,0.9,-10,-10,0,9[16.7 µM],-1,7,-3
CCN1CCN(c2c(Cl)cccc2NC(=O)c2ccco2)CC1,·,·,-13,-5,3,1,-4,·
COc1cc2c(cc1OC)CN(C(=O)CCNC(=O)c1ccccc1Cl)CC2,-1.3,6,3,1,-9,1,-1,19
CCC(=O)N(C)C[C@H]1Oc2cc(-c3ccc(OC)cc3)ccc2S(=O)(=O)N([C@@H](C)CO)C[C@H]1C,-1.3,0,-4,6,-23[16.7 µM],-2,4,3
C[C@H](CO)N1C[C@H](C)[C@@H](CN(C)Cc2ccc3c(c2)OCO3)Oc2ccc(NS(=O)(=O)c3cccs3)cc2CC1=O,2.5,·,59,3,-2[16.7 µM],2,-2,-14
Cc1ccc(N2CC(=O)Nc3c(sc4nc(C)cc(C)c34)C2=O)cc1,-0.7,-8,·,-4,-4,3,6,·
CCOC(=O)/C(C#N)=C1/SC(C)C(=O)N1c1ccc(Br)cc1 (stereo not drawn),·,7,-1,-3,-4,-2,-7,·
CCOc1ccc(CC(=O)Nc2c(C(N)=O)oc3ccccc23)cc1OCC,·,·,2,2,-1,-1,-9,·
CCc1nc2c(cnn2-c2ccc(Cl)cc2)c(=O)n1-c1ccc2c(c1)OCCO2,·,-7,-22,5,-2,1,0,·
COc1ccc(-c2ccc3oc(-c4ccsc4)cc(=O)c3c2)cc1F,2.2,-4,3,-8,-4,1,2,8
CC(=O)N(CCc1ccccc1C)Cc1cc2ccc(C)cc2[nH]c1=O,-1.4,5,11,-3,·,-3,2,26
Cc1[nH]c(=O)[nH]c1C(=O)CCCCC(=O)O,-2.1,-1,1,9,-3,-1,-5,7
COc1cc2c(cc1OC)CN(C(=O)c1ccccc1C(=O)O)CC2,·,-4,-3,2,3,2,21,·
COc1ccc(CC(=O)N(c2ccccc2)c2nc(C)cs2)cc1,·,-3,1,9,2,-1,-9,0
CCCC(=O)Nc1ccc2c(c1)C(=O)N(C)C[C@@H](OC)[C@@H](C)CN(C(=O)CC1CC1)[C@H](C)CO2,1.6,-13,12,4,·,-4,0,-8
COc1ccc(N(CC(=O)NCCc2ccc(OC)c(OC)c2)S(=O)(=O)c2ccc(OC)c(OC)c2)cc1,1.9,3,-11,8,·,1,·,11
Cc1cc(=O)oc2c3c(cc(OCC(=O)NCCC(=O)N[C@@H](C)C(=O)O)c12)OC(C)(C)CC3,-2.6,-5,15,-5,-3,1,4,9
CN(CC(=O)NCc1cccs1)CC(=O)Nc1ccc(F)c(F)c1F,0.5,4,2,1,·,7,·,11
CN1C[C@@H](O)COC[C@@H]2O[C@H](CC(=O)NC3CCCC3)CC[C@H]21,0.8,6,-21,-2,-2[16.7 µM],-4,6,2
CC(=O)NC[C@H]1[C@H](c2ccc(-c3ccccc3F)cc2)[C@@H](CO)N1C(=O)C1CC1,1.2,-9,13,-6,0[16.7 µM],-2,1,4
O=C(C[C@@H]1CC[C@@H]2[C@H](COC[C@H](O)CN2CC2CCCCC2)O1)NCC1CC1,0.0,-3,10,6,-3[16.7 µM],58,-13,-8
CSc1cccc(NC(=O)c2ccc(Cl)nc2)c1,·,·,-2,6,8,-2,-11,·
CCCCn1c(N)c(N(C(=O)CSc2nnnn2-c2ccc(C)cc2)C2CCCC2)c(=O)[nH]c1=O,2.6,-1,15,2,1,-3,-4,-21

# Brought forward from above: 2 compounds; new compounds follow.
SMILES,F508del corr,FN deposit inh,C2C12 statin,PglD inh,miR122 inh,Cneo AK release,PGC1a acetyl inh,GSIS activator
CSc1cccc(NC(=O)c2ccc(Cl)nc2)c1,·,·,-2,6,8,-2,-11,·
CCCCn1c(N)c(N(C(=O)CSc2nnnn2-c2ccc(C)cc2)C2CCCC2)c(=O)[nH]c1=O,2.6,-1,15,2,1,-3,-4,-21
CC(NS(=O)(=O)c1ccccc1)C(c1cccs1)N1CCN(C)CC1 (stereo not drawn),·,-4,16,0,0,-2,-5,34
COc1ccccc1OCc1ccc(C(=O)NC2CCCCC2)o1,-2.2,6,-3,6,·,-5,·,2
O=C(NCc1ccc(F)cc1)[C@H]1[C@H](CO)[C@H]2Cn3c(cccc3=O)[C@@H]1N2CC1CCCC1,·,·,-3,2,·,-4,·,-1
COc1cc(Cl)ccc1OC1(C)CCN(Cc2ccc3ccccc3c2)C1 (stereo not drawn),4.8,18,-2,-1,·,-8,·,·
COCC(=O)Nc1ccc2c(c1)OC[C@H](C)N(C(=O)Cc1ccccn1)C[C@@H](C)[C@H](OC)CN(C)C2=O,-0.1,-10,12,1,-8[16.7 µM],1,-6,3
CSCCC(NC(=O)c1ccc(Cl)cc1Cl)C(=O)N1CCCCCCC1 (stereo not drawn),-0.2,0,33,3,5,2,·,-25
CCn1c(C(=O)NCc2cccnc2)cc2sc(Cl)cc21,·,5,-3,0,·,0,7,-16
CCCC1(c2ccccc2)NC(=O)N(CC(=O)NCc2ccc(OC)cc2)C1=O (stereo not drawn),0.5,1,22,4,-6,4,-5,-24
O=C(Nc1cc(C(=O)Nc2ccccc2C(=O)O)cc(C(=O)Nc2ccccc2C(=O)O)c1)c1ccccc1,-2.5,·,4,1,5,2,·,5
CN1CCN(C(=O)C2CC(=O)N(c3ccc(F)c(Cl)c3)C2)CC1 (stereo not drawn),-3.2,0,12,5,2,8,-5,·
CCOc1ccccc1NC(=O)c1ccccc1-c1nc(-c2ccccc2)no1,·,10,·,0,41,0,-28,-23
O=C(CCn1c2c(c3ccccc31)CCCC2)NNC(=O)c1cccc([N+](=O)[O-])c1,·,6,·,1,0,2,·,-22
CN1CCN(C2=C(Cl)C(=O)C(c3cnc(N4CCCCC4)s3)=C(Cl)C2=O)CC1,·,·,-1,1,10,8,28,·
Cc1ccc(-n2nc(C)c3c(C)c(CCC(=O)NCc4ccccc4)c(C)nc32)cc1,2.2,-3,-50,-1,-6,-1,-2,10
CCOC(=O)C1CCN(C(=O)c2cccc(NC3=NC4CS(=O)(=O)CC4S3)c2)CC1 (stereo not drawn),-2.8,-2,14,2,-1,-1,-2,0
Cc1ccc(OCC(=O)N(Cc2cccc(Cl)c2)C2CCS(=O)(=O)C2)cc1C (stereo not drawn),2.9,6,42,-1,·,4,·,9
Cc1cc(C)cc(N(CC(=O)NC2CCCC2)C(=O)CNC(=O)c2cccs2)c1,1.1,3,14,7,3,-3,-3,6
Cc1ccc(COn2c(-c3ccc(Cl)cc3Cl)nc3ncccc32)cc1,·,·,4,5,0,-5,-15,-43
CC(=O)N1[C@@H](CO)[C@H](c2ccccc2)[C@@H]1CNC(=O)CN1CCOCC1,-1.1,·,-3,1,?,-3,5,10
CC(C)(C)c1ccc(OCCC(=O)NNC(=O)c2ccccc2)cc1,-0.6,-3,0,-2,-1,-1,-4,-39
CC(=O)C1=CCC(c2ccccc2)N(S(=O)(=O)c2cccc(C)c2)C1 (stereo not drawn),0.5,-6,9,1,23,5,-7,·

# Screening results as filed in PubChem.
